# RXFP1 ag: agonists of human relaxin receptor RXFP1; Potency, µM (series often up to 57.5 µM), for the others: at the highest dose activation, hits mostly activators; HEK293T-RXFP1 cAMP TR-FRET, 30 min; response scale: percent of porcine relaxin response, buffer zero; 370,000 compounds, 0.3% hits; AID 2676; Q9HBX9; also: potency is read from the fitted curve at half-maximal effect; % is scaled to controls: 0 for no effect and ±100 for the full control effect; nearly all actives have a fitted effect of over 60% in size; many of its hits are not listed in these tables
#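 cAMP rise read by TR-FRET after 30 min, 37C compound exposure (up to 58 uM) in RXFP1-transfected HEK293 cells with Ro 20174 present. EC50 from Hill-equation fits, with 29 nM porcine relaxin as 100% and buffer as basal.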
# D1 agonist: activates the human D1 dopamine receptor; 360,000 compounds, 1% hits; activation, % at 2 µM; P21728; HEK293 T-REx D1 cells, calcium flux, agonist mode; AID 504660; in the data active = activation above about 30%; also: 0% is about no effect
# Target sequence (P21728 whole entry, looked up): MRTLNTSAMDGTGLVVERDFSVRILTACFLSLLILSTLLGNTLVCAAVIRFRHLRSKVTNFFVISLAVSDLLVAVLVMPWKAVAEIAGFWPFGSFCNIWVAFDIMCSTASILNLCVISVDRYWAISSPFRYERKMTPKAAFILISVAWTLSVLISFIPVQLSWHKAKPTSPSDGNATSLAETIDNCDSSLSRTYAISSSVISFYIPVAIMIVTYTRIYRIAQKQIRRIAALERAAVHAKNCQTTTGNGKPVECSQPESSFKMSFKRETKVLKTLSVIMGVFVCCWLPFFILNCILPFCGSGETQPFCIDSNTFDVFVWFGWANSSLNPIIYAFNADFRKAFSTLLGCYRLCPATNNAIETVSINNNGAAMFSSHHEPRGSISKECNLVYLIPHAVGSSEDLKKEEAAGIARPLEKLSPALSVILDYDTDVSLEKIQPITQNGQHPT
#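 Inducible HEK293 T-REx D1 cells, force-coupled to calcium signalling, were plated at 4000 cells/well with tetracycline and held overnight at 30 C. After no-wash calcium dye loading, compound-evoked calcium rise over 180 s flagged agonists.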
# D2 potentiator: positively modulates the human D2 dopamine receptor allosterically. 340,000 compounds, 0.34% hits. AID 485347. potentiation, % at 10 µM. P14416. HEK293 T-REx D2, calcium flux, EC20 dopamine potentiation;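 active = potentiation over 3 SD above the plate norm, cut at about 30% in these data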; also: 0% is about no effect
#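 Primary screen. Calcium kinetics in induced HEK293 T-REx D2 cells: compound pre-addition 180 s, EC20 dopamine, 180 s more.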
# D1 potentiator: potentiators of human D1 dopamine receptor | P21728 | HEK293 TREx D1 cells, calcium flux, dopamine EC20 potentiation | potentiation, % at 10 µM | 360,000 compounds, 0.036% hits; in the data active = potentiation above about 30%; also: 0% is about no effect
# D1 antagonist: blocks dopamine activation of the human D1 receptor; P21728; HEK293 TREx D1 cells, calcium flux, dopamine EC80; active compounds read low; activity change, negative = inhibition, % at 10 µM; 360,000 compounds, 3.2% hits; in the data active = activity change below about -30%; also: % is scaled to controls: 0 for no effect and ±100 for the full control effect
#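 After overnight tetracycline induction at 30 C, force-coupled D1 HEK293 cells took up a no-wash calcium dye at room temperature. Compounds were added and monitored 180 s, and the response to EC80 dopamine was then recorded.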
# RXFP1 antag: blocks the human relaxin receptor RXFP1; HEK293-RXFP1, relaxin-stimulated cAMP HTRF, 30 min; active compounds read low; activity change, negative = inhibition, % at 57.5 µM; 350,000 compounds, 0.59% hits; AID 1259400;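 active = activity change of -60% or lower, but not beyond a set lower limit; inconclusive = change between -60% and -40%, or beyond the set limit; inactive = change above -40%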; also: % is scaled to controls: 0 for no effect and ±100 for the full control effect
# TRHR enhancer: allosterically enhances the human TRH receptor; P34981; TRHR cells, fluo-8 calcium fluorescence, EC20 TRH enhancement; enhancement, % at 2 µM; 360,000 compounds, 0.66% hits; in the data active = enhancement above about 30%; also: 0% is about no effect
# Target sequence (P34981 whole entry, looked up): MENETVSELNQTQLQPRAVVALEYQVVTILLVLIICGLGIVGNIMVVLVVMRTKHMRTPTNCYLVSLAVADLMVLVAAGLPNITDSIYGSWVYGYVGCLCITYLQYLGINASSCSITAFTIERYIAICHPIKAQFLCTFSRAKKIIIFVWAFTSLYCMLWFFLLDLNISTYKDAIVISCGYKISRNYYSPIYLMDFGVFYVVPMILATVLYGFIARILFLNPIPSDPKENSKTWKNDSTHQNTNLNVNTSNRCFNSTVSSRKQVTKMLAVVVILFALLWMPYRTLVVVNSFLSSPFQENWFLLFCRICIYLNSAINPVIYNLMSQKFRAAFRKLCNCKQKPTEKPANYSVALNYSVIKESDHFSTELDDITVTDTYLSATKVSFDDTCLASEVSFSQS
#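 Enhancer read-out: after compound pinning and an initial kinetic agonist-mode read, an EC20 of TRH (10 nM final) was injected and fluo-8 calcium signal (Ex 480/Em 530) followed at 1 s/cycle for 100 cycles in TRHR-expressing cells.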
# Apoferritin bind: candidate novel general anesthetic via apoferritin binding | apoferritin/1-aminoanthracene competitive binding, fluorescence | Potency, µM (titrated, usually from 77.5 µM), for the others: at the top dose activity change, negative = displacement, hits mostly inhibitors | P02791 | AID 485281 | 350,000 compounds, 0.074% hits; also: potency is read from the fitted curve at half-maximal effect; % is scaled to controls: 0 for no effect and ±100 for the full control effect; nearly all actives have a fitted effect of over 20% in size
# Target sequence (P02791 2-175 limits assumed): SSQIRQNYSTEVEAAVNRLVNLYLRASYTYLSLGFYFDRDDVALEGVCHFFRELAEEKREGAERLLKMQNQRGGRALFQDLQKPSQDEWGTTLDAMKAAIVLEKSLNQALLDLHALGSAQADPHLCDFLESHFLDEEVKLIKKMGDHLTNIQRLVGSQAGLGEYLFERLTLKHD
#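 Probe: 1-aminoanthracene (50% saturated, PBS). Protein: horse-spleen apoferritin, 10 uM. Incubation: 10 min, room temperature. Detection: 380 nm excitation, 535 nm emission. Analysis: normalized response, four-parameter Hill.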
# TRHR ag: TRH receptor (human) agonism. P34981. TRHR cells, calcium flux fluo-8, FDSS agonist mode. activation, % at 2 µM. 360,000 compounds, 0.18% hits. AID 493084; in the data active = activation above about 30%; also: 0% is about no effect
#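 In this calcium-flux screen, cells bearing human TRHR are dye-loaded with fluo-8, baselined for 10 cycles, then exposed to library compounds; positive kinetic calcium responses during the agonist phase mark hits, with TRH as control.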
# Starred values were filed as active, the others as inactive; ? = inconclusive; · = not tested or not shown; [ ] = dose if it differs, or a comment. Unless noted, calls follow the shape of the dose curve; as a rule, active = well fitted curve in the direction sought with a large enough effect; inconclusive = small, poorly fitted or top-dose-only effect, or another doubt; inactive = no such curve, though single readings can be large; an effect the other way counts as inactive or inconclusive. A portion of the library; rates above refer to the full screens.
SMILES,RXFP1 ag,D1 agonist,D2 potentiator,D1 potentiator,D1 antagonist,RXFP1 antag,TRHR enhancer,Apoferritin bind,TRHR ag
COCC(=O)Nc1cc(Cl)ccc1C,-1.8%,0,-1,4,-7,-9,-4,-4%,0.5
CN(C)C(CNC(=O)CSc1nc2sc3c(c2c(=O)n1C)CCCC3)c1ccccc1 (stereo not given),0.3%,12,3,·,-2,-14,-2,·,-0.3
CCc1cccc2c(C(=O)CN3C(=O)NC4(CCCCCC4)C3=O)c[nH]c12,-0.8%,3,3,·,-2,-7,13,·,0.2
CCOC(=O)C1C(=O)C=C(c2ccc(C)cc2)CC1c1ccc([N+](=O)[O-])cc1 (stereo not given),-1.3%,4,9,0,-12,-3,0,-2%,0.2
Cc1cccc(-c2noc(CCCC(=O)NCC3CCCO3)n2)c1 (stereo not given),-1.5%,3,·,-10,-23,-2,-1,-9%,0.5
Cc1cc(C)c(/C=C/c2onc(C)c2S(=O)(=O)N2CCC(C(=O)N3CCN(c4ccc(Cl)cc4)CC3)CC2)c(C)c1,0.5%,3,15,3,-5,1,6,-7%,0.7
Cc1cc(C)c(Cn2c3ccccc3c3cnn(CC(=O)NCCc4ccccc4)c(=O)c32)c(C)c1,2.0%,1,-4,-1,7,4,-7,3%,-0.9
CCOC(=O)c1sc(NC(=O)c2ccc(S(=O)(=O)N(C)C)cc2)nc1C,?,4,6,-5,4,-7,-4,-16%,-0.8
Cc1nc(-c2cccc(Br)c2)ccc1C(=O)O,4.5%,2,5,1,21,-10,10,-4%,-0.1
CC(C)Cn1c(=O)[nH]c(=O)c2c(C(F)(F)F)cc(-c3ccccc3)nc21,0.0%,2,·,-3,-12,-5,-5,5%,-0.2
COCC(=O)N1CCCC(N(C)CCc2ccc(OC)c(OC)c2)C1 (stereo not given),2.1%,4,-18,-12,0,0,-6,-6%,-0.4
CC(C)CN(C(=O)c1cc(Cl)nc2ccccc12)C1CCS(=O)(=O)C1 (stereo not given),0.3%,1,·,-5,16,-4,25,·,0.1
CCCCn1c(CCC(=O)O)nc2c1c(=O)[nH]c(=O)n2CCC,0.6%,1,1,2,-7,10,4,1%,0.0
COc1ccc(C)cc1NC(=O)C(Sc1nnnn1C)c1ccccc1 (stereo not given),0.5%,0,5,0,5,4,-7,-7%,0.2
CCOC(=O)c1c(NC(=O)C2c3ccccc3Oc3ccccc32)sc(C(=O)N(CC)CC)c1C,-0.7%,18,8,0,-7,-7,6,-10%,1.2
CN(C)Cc1c(C#N)c2ccccc2n1C,0.4%,1,-10,-5,-7,18,-5,-2%,-0.2
O=C(c1cc(Cl)nc2ccccc12)N(Cc1nnc(-c2ccc(Cl)cc2)o1)C1CC1,1.2%,6,-2,-1,0,-31,2,·,0.1
CN1C(=O)N(CC(=O)Nc2sccc2C(N)=O)C(=O)C12CCCCC2,-1.1%,4,7,·,-2,-8,-2,·,0.6
CCCc1cc(=O)oc2c(C)c(OC(C)C(=O)NCC(O)c3ccccc3)ccc12 (stereo not given),-1.8%,-1,·,-1,-7,22,8,-11%,-0.7
CCOC(=O)N1CCN(c2nc(N(c3ccccc3)c3ccccc3)nc(-n3ccnc3)n2)CC1,-0.5%,1,-6,-8,11,·,2,1%,0.6
Cc1cc(N2C(=O)c3ccc(C(=O)NCc4ccccc4)cc3C2=O)no1,0.6%,1,·,0,17,8,1,-10%,-0.1
O=c1c(-c2ccccc2)[n+]([O-])c2ccccc2n1O,-0.5%,5,12,6,16,-3,-1,70%[activator],1.4
Cc1cc(F)ccc1NCc1ccccc1[N+](=O)[O-],-3.5%,2,4,-2,-16,3,8,?,-0.6
COc1ccccc1CNC(=O)c1ccc2nc(CCc3ccccc3)oc2c1,0.0%,13,1,-3,-14,-14,3,28%,0.4
Cc1ccc(C(C)C)c(OCCCn2c(=O)oc3ccc(C)cc32)c1,0.5%,14,11,-1,11,-40,0,57%[activator],2.0

# Part of the list above, reduced to Apoferritin bind and TRHR ag.
Compound,Apoferritin bind,TRHR ag
CC(C)Cn1c(=O)[nH]c(=O)c2c(C(F)(F)F)cc(-c3ccccc3)nc21,5%,-0.2
Cc1cc(F)ccc1NCc1ccccc1[N+](=O)[O-],?,-0.6

# A draw from above in order of formula weight, low to high.
SMILES,RXFP1 ag,D1 agonist,D2 potentiator,D1 potentiator,D1 antagonist,RXFP1 antag,TRHR enhancer,Apoferritin bind,TRHR ag
CC(C)CN(C(=O)c1cc(Cl)nc2ccccc12)C1CCS(=O)(=O)C1 (stereo not given),0.3%,1,·,-5,16,-4,25,·,0.1
CCOC(=O)N1CCN(c2nc(N(c3ccccc3)c3ccccc3)nc(-n3ccnc3)n2)CC1,-0.5%,1,-6,-8,11,·,2,1%,0.6
Cc1cc(C)c(/C=C/c2onc(C)c2S(=O)(=O)N2CCC(C(=O)N3CCN(c4ccc(Cl)cc4)CC3)CC2)c(C)c1,0.5%,3,15,3,-5,1,6,-7%,0.7

# Pulled by compound from the list above, 2 records:
SMILES,RXFP1 ag,D1 agonist,D2 potentiator,D1 potentiator,D1 antagonist,RXFP1 antag,TRHR enhancer,Apoferritin bind,TRHR ag
Cc1cc(F)ccc1NCc1ccccc1[N+](=O)[O-],-3.5%,2,4,-2,-16,3,8,?,-0.6
CCOC(=O)N1CCN(c2nc(N(c3ccccc3)c3ccccc3)nc(-n3ccnc3)n2)CC1,-0.5%,1,-6,-8,11,·,2,1%,0.6

# Continuation:
SMILES,RXFP1 ag,D1 agonist,D2 potentiator,D1 potentiator,D1 antagonist,RXFP1 antag,TRHR enhancer,Apoferritin bind,TRHR ag
COc1ccc(-c2noc(CSc3nc4sc(C)c(C)c4c(=O)n3-c3ccccc3)n2)cc1,0.3%,7,4,-4,-14,·,-1,-3%,0.2
O=C(NN1CCOCC1)c1ccco1,-0.2%,4,-1,1,21,4,-1,·,0.2
Nc1nonc1C(=O)OCC(=O)c1ccc(Cl)cc1,-0.4%,1,5,12,-12,8,-4,-9%,-0.1
COc1cccc(NC(=O)C2CC(=O)N(c3ccc(Br)cc3)C2)c1 (stereo not given),4.1%,2,-8,1,10,·,-9,-13%,0.2
CC1(C)CC(=O)C=C(Nc2ccc(Cl)c(Br)c2)C1,1.9%,10,-2,-5,-1,11,-3,?,0.1
O=S(=O)(c1ccccc1C(F)(F)F)N1CCN(S(=O)(=O)c2ccccc2C(F)(F)F)CC1,0.4%,2,-3,-12,-12,11,-3,-6%,-0.4
Clc1ccc(-c2cnc3n2CCC3)cc1,0.4%,-1,-1,-1,-2,6,-4,-16%,-0.2
COc1ccc(OC)c(NC(=O)c2cnc3n(c2=O)CCS3)c1,-2.4%,-1,5,·,5,·,-4,-13%,-0.1
CC1CC(C)CN(C(=S)NC2CCCCC2)C1 (stereo not given),1.5%,1,3,-2,-16,17,0,-7%,-0.1
COCCn1cnc2c1c(=O)[nH]c(=O)n2Cc1ccccc1,3.1%,3,6,1,8,-3,3,-2%,-0.7
COc1ccc(S(=O)(=O)N/N=C(/C)c2ccncc2)cc1,-1.0%,8,5,12,8,4,-1,-5%,-0.4
O=C(Nc1ccc(C(=O)OCc2cc(=O)n3c4c(sc3n2)CCCC4)cc1)c1cccc(F)c1,0.3%,-1,-2,0,-5,6,-4,39%[activator],0.7
O=C(CSCc1ccc(Cl)cc1)Nc1nccs1,1.7%,3,-6,-3,-2,-29,-4,-11%,-0.7
CC(=O)Nc1ccc(NS(=O)(=O)c2c(C(=O)N3CCC(C)CC3)c(C)n(C)c2C)cc1,-0.5%,1,19,0,-5,4,12,33%[activator],0.8
CSc1ncccc1C(=O)N1CCCC(N2CCN(c3ccccc3F)CC2)C1 (stereo not given),0.0%,8,-8,-14,-8,5,3,-4%,0.4
CCCC(C)C(=O)NCc1ccc2c(c1)OCO2 (stereo not given),0.7%,1,-8,-4,-4,2,-4,-14%,-0.3
COC(=O)c1sc(S(=O)(=O)NCc2cccs2)c(C(=O)OC)c1C,1.2%,12,10,-13,-12,-9,6,-12%,-1.6
CCOc1ccccc1Nc1sc(C(=O)c2ccccc2)c(N)c1C(=O)NCCc1ccccc1,0.7%,7,8,-3,4,-8,4,?,2.0
COC(=O)c1cccc(NC(=O)CSc2nnc(COc3cccc(C)c3)n2C)c1,0.4%,3,5,-4,-7,-10,6,?,-1.3
NC(=O)c1ccc(-n2nnnc2Oc2ccccc2C(=O)N2CCOCC2)cc1,-0.8%,1,·,-1,3,5,0,14%,0.7
COc1ccc(NC(C)=O)c(C)c1,3.0%,6,4,2,-2,1,2,-6%,-0.1
CNC(=S)Nc1ccc(OCc2ccccc2)cc1,2.3%,0,8,1,·,-4,-1,-24%,0.1
CCOC(=O)CSc1cccc2cccnc12,2.4%,-1,0,-5,1,-10,-6,-11%,-0.1
CCN(CC)c1ccc(C=NCCc2ccc(S(N)(=O)=O)cc2)cc1,1.8%,3,4,2,10,5,2,-21%,0.0

# Record cards, from the list above. Values in the order: RXFP1 ag	D1 agonist	D2 potentiator	D1 potentiator	D1 antagonist	RXFP1 antag	TRHR enhancer	Apoferritin bind	TRHR ag
# Entry for `COC(=O)c1sc(S(=O)(=O)NCc2cccs2)c(C(=O)OC)c1C` = 1.2%	12	10	-13	-12	-9	6	-12%	-1.6
# Entry for `COc1ccc(NC(C)=O)c(C)c1` = 3.0%	6	4	2	-2	1	2	-6%	-0.1
# Entry for `CC(=O)Nc1ccc(NS(=O)(=O)c2c(C(=O)N3CCC(C)CC3)c(C)n(C)c2C)cc1` = -0.5%	1	19	0	-5	4	12	33%[activator]	0.8
